Bioassay records deposited in PubChem by several laboratories.
b-catenin transl – alters nuclear translocation of beta-catenin in HeLa cells. immunofluorescence imaging. nuclear translocation activity, % at 5 µM. 190,000 compounds, 0.3% hits. AID 1665;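 active means nuclear translocation activity above 50% at 5 µM, with a well cell count of 50 or more; inconclusive means wells under 50 cells across six images, flagged as toxic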;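 further: per-cell ratio of nuclear to cytoplasmic median beta-catenin stain intensity; plate controls were DMSO negative control for no effect and GSK-3 inhibitor IX positive control for full effect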
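Technique: fluorescence imaging of beta-catenin antibody stain plus DAPI / Material: human HeLa cell line / Incubation: compound treatment 24 h, 37°C, 5% CO2 / Read-out basis: % activation of per-cell nuclear versus cytoplasmic median beta-catenin signal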
HIV peptide binding – cell-free HIV fusion peptide-binding blockers – biochemical, uHTS, fluorescence dequenching, primary screen (AID 1986); cell-free peptide binding, fluorescence dequenching, 30 min; higher % means a stronger effect; 290,000 compounds, 0.3% hits; one-dose inhibition, % at 20 µM; IC50 in µM for titrated hits; in the data active means inhibition mostly above about 52%, no sharp cut-off; inactive means mostly below about 76%; further: some results filed as inactive read as strong as hits
Dynein cargo inh – blocks dynein driven cargo transport along microtubules; 3617.4 mouse cells, GR-EGFP nuclear translocation imaging; test concentration mostly 20 µM; stimulated with dexamethasone, 1 µM; hits give low values; z-score, hits read low; 220,000 compounds, 0.47% hits; AID 1381;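 active means plate z-score of nuclear minus cytoplasmic receptor signal below a set negative limit, without overly bright fluorescence or cell loss, cut at about -3.5 in these data, passing the limit was not always enough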;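 further: z-score of nuclear minus cytoplasmic ring GR-EGFP intensity difference per well; some compounds called inactive have numbers as strong as hits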
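Schedule: 48 h induction, then 1 h compound, then 30 min agonist, 37 °C. Buffer or medium: tetracycline-free induction medium containing charcoal-stripped FBS. Reagent: 1.0 µM final dexamethasone stimulus. Evaluation: nuclear versus cytoplasmic GR-EGFP signal, averaged per well. Signal: high-content fluorescence imaging after fixation.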
MT stabilize HCS – microtubule stabilization, imaging screen | HeLa tubulin immunostaining HCS, 24 h; share of cells brighter than vehicle mean+2SD | % tubulin-high responders, % at 10 µM | 200,000 compounds, 0.83% hits | AID 2205;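 active means plate Z-score above 3 for both tubulin-high and condensed-nucleus cell shares, with cell loss under 80%, at 10 µM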;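 further: anti alpha tubulin signal scored within the nucleus-defined area of each cell; some results filed as inactive read as strong as hits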
AID2073 – inhibitors of Mint1-CaV2.2 protein interaction, biochemical, HTRF (AID 2073); HTRF protein-protein interaction, Mint1-CaV2.2; higher % means a stronger effect; inhibition, % at 20 µM; hits with a dose series show IC50 in µM; 290,000 compounds, 0.19% hits; in the data active means inhibition mostly above about 51%, no sharp cut-off; inconclusive means no clear call, values can overlap the other calls; inactive means mostly below about 53%; further: some results filed as inactive read as strong as hits
Ins promoter up – MIN6 insulin promoter up-regulation. MIN6 insulin promoter-GFP reporter, high-content imaging; hits give high values. z-score at 5 µM. 190,000 compounds, 0.3% hits;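 active means z-score above 3 at 5 µM with at least 500 cells counted in the well; inconclusive means wells under 500 cells, flagged as cytotoxic or low count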
Yfh1-depleted yeast – mitochondrial function rescue without frataxin homolog – Friedreich's ataxia, plus single-dose screen, dose response (AID 1465). S. cerevisiae Yfh1-off respiration, WST-1 reduction, 72 h; higher fold induction means a stronger effect. fold induction at 50 µM; hits with a dose series show EC50 in µM. 220,000 compounds, 0.074% hits;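 active means fold induction of absorbance versus untreated yeast above a set limit, then at least 30% activation at any dose in follow-up; inconclusive means repeats straddling the limit, or above it without dose testing; inactive means fold induction below the set limit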;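 further: activators that raise dye reduction in frataxin-depleted yeast; strong numbers were not always called active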
Autophagy HCS – autophagy modulation, high-content screen; MEF GFP-LC3 puncta imaging; test concentration mostly 10 µM; calls only at 10 µM (by protocol); 190,000 compounds, 0.98% hits; AID 463193;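 active means percentage of spot-positive cells more than 3 SD above its plate mean, without a fluorescence outlier flag or 80% toxicity; inconclusive means no clear call, values can overlap the other calls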;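 further: spot-positive cell cutoff set from DMSO-treated cells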
WT yeast gro inh – growth inhibition of WT yeast, mitochondrial fusion screen; 190,000 compounds, 2.1% hits; mitochondrial fusion phenotypic screen, WT strain; inhibition, % at 10 µM; in the data active means inhibition above about 58%; tested in S. cerevisiae
WT yeast gro inh mutant strain – recorded beside WT yeast gro inh, whose call it bears; inhibition, %; mitochondrial fusion phenotypic screen, mutant strain inhibition
Dynein cargo inh cytoplasmic EGFP – further read-out of Dynein cargo inh, marked with its call; z-score; measured here: cytoplasmic GR-EGFP intensity; hits give high values
Dynein cargo inh nuclear GR-EGFP – further read-out of Dynein cargo inh, marked with its call; z-score; measured here: nuclear GR-EGFP intensity;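 lower value marks the stronger effect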
Dynein cargo inh cell count – recorded beside Dynein cargo inh, whose call it bears; z-score; measured here: cell count per field
Ins promoter up cell count – further read-out of Ins promoter up, marked with its call; cell count; measured here: cytotoxicity, nuclei count;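 total cells summed across four imaged fields per well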
b-catenin transl cell count 5 µM – also measured in b-catenin transl; calls as there; cell count; measured here: cell count, cytotoxicity flag
MT stabilize HCS Hoechst-high % – second read-out of MT stabilize HCS, no call of its own (marks repeat the call); % Hoechst-high responders; measured here: nuclear condensation Hoechst responders;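 share of cells brighter than vehicle mean plus two SD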
MT stabilize HCS cytotoxicity % – recorded beside MT stabilize HCS, whose call it bears; toxicity, %; measured here: cytotoxicity by cell density;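 0% = mean cell density of plate MIN control wells and 100% = no cells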
Autophagy HCS cell loss 18 h – also measured in Autophagy HCS; calls as there; toxicity, %; measured here: cell loss, nuclei count;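 cell loss after 18 h compound exposure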
Numbers without * were called inactive; i = inactive; ? = inconclusive; . = not tested or not shown. Compounds as they come; any-hit rate near 4.2%.

SMILES	b-catenin transl	b-catenin transl cell count 5 µM	HIV peptide binding	Dynein cargo inh	Dynein cargo inh cytoplasmic EGFP	Dynein cargo inh nuclear GR-EGFP	Dynein cargo inh cell count	MT stabilize HCS	MT stabilize HCS Hoechst-high %	MT stabilize HCS cytotoxicity %	AID2073	Ins promoter up	Ins promoter up cell count	Yfh1-depleted yeast	Autophagy HCS	Autophagy HCS cell loss 18 h	WT yeast gro inh	WT yeast gro inh mutant strain
OC(CN1CCN(c2ccccc2)CC1)Cn1c2ccccc2c2ccccc21 (stereo not drawn)	.	.	1.5%	-1.1	-0.051	-0.37	0.91	1.8	0.6	8.2	-12%	-0.15	920	i	i	1	10	12
O=C(O)Cn1cc(/C=N/NC(=O)c2cc3cc(Br)ccc3o2)c2ccccc21	0.0	1303	30%	0.28	-0.23	0.69	-0.32	.	.	.	48%	-0.26	1083	i	.	.	.	.
C=CCn1c(-c2ccccc2)n[nH]c1=S	-1.6	573	-0.6%	0.14	-0.21	-0.095	1.1	3.3	2.0	4.4	-1%	.	.	i	i	3	-2	15
COC(=O)[C@H](C)NC(=O)NCc1ccc(S(N)(=O)=O)cc1	-0.5	1118	-1.8%	0.76	-0.22	-0.034	0.23	.	.	.	-7%	-0.12	1422	i	.	.	.	.
COc1ccc(-c2cc(C)nc3c(-c4ccccc4)cnn23)cc1	0.3	1563	3.5%	0.23	0.24	0.43	0.43	2.0	1.9	3.1	23%	-0.74	1429	i	i	-18	-5	6
CCOc1ccc(C2C=C(c3ccc(F)cc3)Nc3ncnn32)cc1 (stereo not drawn)	.	.	6.6%	0.66	-0.25	0.21	0.28	3.2	1.9	3.9	39%	-0.38	1108	i	i	-5	26	3
COc1ccc(-c2[nH]ncc2N=Nc2cc(C)cc(C)c2)cc1	12	1004	-3.1%	-0.58	-0.38	0.062	0.97	16*	45*	30*	22%	-0.53	1078	i	i	3	-13	-3
C=CCn1cccc(C(=O)Nc2cc(OC)ccc2OC)c1=O	1.9	1069	-1.2%	0.088	-0.17	-0.27	0.23	2.8	1.6	2.9	-4%	0.51	1192	i	i	-11	1	3
Cc1ccc(NC(=O)c2cc(-c3cccc(O)c3)on2)cc1C	-0.5	1185	0.1%	-0.52	-0.25	-0.26	0.42	3.6	2.5	6.8	3%	0.4	1042	i	.	.	19	10
CN(CC(CC(=O)O)c1ccccc1)S(=O)(=O)c1ccc(Br)cc1 (stereo not drawn)	.	.	0.7%	-0.45	-0.2	-0.11	0.29	3.2	3.2	8.0	?	0.95	1072	i	i	13	-2	-7
CCNC(=S)NNC(=O)c1ccccc1OC(F)F	1.7	1085	-2.1%	1.1	0.077	1.1	-1.3	2.2	2.0	6.2	-50%	-0.52	796	i	i	36	-13	-40
C/C(=N\Nc1ccc(C(F)(F)F)cc1[N+](=O)[O-])C(C)C	.	.	-0.3%	-0.72	-0.33	-0.52	0.75	3.0	2.3	2.2	1%	1.1	1284	i	i	9	-1	-6
O=S(=O)(c1ccc(-c2ccccc2)cc1)N1CCOCC1	3.1	1184	6.2%	1.5	-0.053	1.1	-1.5	2.4	0.2	16	3%	-0.97	1263	i	i	5	16	15
COC(=O)C1=C(N)Oc2cc(C)n(Cc3ccccc3)c(=O)c2C1c1ccccc1 (stereo not drawn)	.	.	-0.2%	-0.84	-0.26	-0.3	0.89	2.5	1.4	3.8	-8%	0.05	784	i	i	-3	7	7
N#Cc1ccccc1Oc1ccccc1C=O	-5.2	1155	2.7%	1	0.85	1.4	-1.4	3.1	1.1	3.3	9%	0.77	1605	i	i	5	-5	6
CCOc1ccc(NC(=O)CC2C(=O)N(c3ccc(OC)cc3)C(=O)N2CCc2cccs2)cc1 (stereo not drawn)	-5.2	533	1.5%	0.5	-0.16	0.32	-0.25	5.4	2.8	7.8	0%	-0.14	1338	i	i	29	8	2
CCCNC(=O)CSc1nc2ccc(OCC)cc2s1	-1.1	1082	-0.2%	1.1	-0.19	0.5	-0.23	1.5	2.0	4.5	2%	0.2	1525	i	i	-5	-1	-11
COc1ccc(NC(=O)c2ccc(OC(F)F)cc2)cc1Cl	0.8	510	1.1%	0.46	-0.057	0.27	-1.1	4.6	3.4	8.4	5%	-0.28	1278	i	i	-3	26	-7
O=C(COc1ccc([N+](=O)[O-])cc1)Nc1cc(C(=O)O)cc(C(=O)O)c1	0.5	1180	3.7%	-0.086	-0.23	-0.19	0.14	2.8	1.9	9.1	15%	-0.55	1210	i	i	10	-5	7
Cc1ccc(/C=C/c2ccc(=O)n(Cc3ccccc3Cl)n2)cc1	2.9	1079	0.0%	-1	0.18	-0.28	0.93	1.6	1.6	6.0	7%	.	.	i	i	-8	62*	36*
COc1ccc(C(C#N)N2CCCCC2)cc1OC (stereo not drawn)	1.5	1179	-0.8%	-0.36	-0.19	-0.022	0.75	1.3	1.9	3.3	-4%	1.1	915	i	i	5	2	2
NS(=O)(=O)c1ccc(N2C(=O)C3CC=CCC3C2=O)cc1 (stereo not drawn)	-2.8	1076	0.8%	0.39	-0.35	0.12	0.41	2.2	1.9	2.9	9%	0.65	1656	i	i	-5	10	6
CN(C)S(=O)(=O)c1cccc(NC(=O)COC(=O)/C=C/c2ccc3c(c2)OCO3)c1	0.2	982	-1.6%	-0.49	-0.21	0.013	1.3	9.1	1.7	7.7	16%	-0.14	1263	i	i	-1	-13	5
CC1(C)C(c2ccccc2)=NC(c2ccc(F)cc2)N1O (stereo not drawn)	-3.0	1417	1.5%	1.9	0.096	2	-2.6	3.7	4.5	6.3	-5%	-0.97	1560	i	i	-17	2	6
CC1CC(C)CN(CCCNC(=O)COc2cc(=O)n(C)c3ccccc23)C1 (stereo not drawn)	-1.3	1191	0.1%	-0.74	-0.2	-0.13	0.72	4.1	1.9	10	-10%	.	.	i	i	7	-13	-3
COc1ccc(C(c2nnnn2Cc2cccs2)N2CCN(c3ccccc3F)CC2)cc1OC (stereo not drawn)	-0.6	902	-0.7%	-0.44	-0.27	0.37	0.32	1.9	2.4	7.9	6%	-0.42	1163	.	i	0	14	-17
CC1CN(C(=O)CN2C(=O)NC3(CCCCCC3)C2=O)CC(C)O1 (stereo not drawn)	.	.	-1.1%	0.84	-0.2	0.23	0.26	2.7	1.3	1.8	-3%	.	.	i	i	-3	45	-12
Clc1ccc(C2CC(c3ccco3)n3ncnc3N2)cc1Cl (stereo not drawn)	2.4	1042	3.2%	-0.83	-0.23	-0.52	-0.5	2.7	2.0	3.3	5%	-0.14	1156	i	i	3	4	-7
CCCNC(=O)c1cc(SC)ccc1Cl	.	.	1.8%	-0.24	-0.27	0.26	0.15	2.2	0.9	49	6%	0.43	1234	.	i	8	-6	-12
CC1=Nn2c(nc3sc4c(c3c2=O)CCCC4)SC1	0.2	969	-2.3%	-0.42	0.19	-0.2	-0.17	3.9	3.4	5.9	-12%	.	.	i	i	-4	7	-7
O=C(/C=C/c1cccs1)Nc1ccc([N+](=O)[O-])cc1	0.5	1075	-1.3%	-0.27	-0.28	-0.45	-0.37	2.9	2.0	7.8	1%	-0.13	1452	i	i	-3	-6	-9
N=c1oc2ccccc2cc1-c1nc(-c2ccc(Cl)cc2)cs1	-0.9	1121	14%	0.92	-0.22	1.1	-1.3	3.5	1.9	2.5	21%	0.01	1525	i	i	16	8	-16
CC(C)c1ccc[n+](-c2nc([O-])sc2C=O)c1	-0.3	1357	3.0%	-0.61	-0.22	0.28	-0.24	.	.	.	5%	-0.04	1118	i	.	.	.	.
COCCCNC(=O)c1ccc(N(C)S(=O)(=O)c2ccc(OC)cc2)cc1	-1.8	1035	-0.7%	-0.72	-0.19	0.12	0.32	2.6	1.4	5.0	2%	-0.08	1756	i	i	-6	-7	-9
COC(=O)C1=C(N)Oc2cc(C)n(Cc3cccnc3)c(=O)c2C1c1ccc(OC)c(OC)c1 (stereo not drawn)	1.6	1331	0.2%	0.39	-0.21	0.52	-0.092	2.9	1.8	8.4	1%	0.03	1541	.	.	.	-15	13
CCN(C(=O)c1coc(=O)c(Br)c1)c1ccc2c(c1)OCO2	0.6	891	-1.8%	-4.8*	1.2*	-2.3*	-0.33*	3.9	2.4	6.9	1%	.	.	i	i	8	-4	-7
CC(C)CC(=O)Nc1ccc([N+](=O)[O-])cc1Cl	0.9	1002	-1.0%	-0.18	-0.28	0.21	0.2	.	.	.	-2%	0.25	1480	i	i	12	16	-1
Cc1ccc(C)c(NC(=S)NCc2cccn2C)c1	-0.9	1091	1.4%	-0.37	-0.0095	-0.11	0.39	1.3	1.2	16	?	-0.19	864	.	i	-6	5	-4
Cn1nnnc1Sc1ncnc2scc(-c3ccccc3)c12	1.6	1186	0.1%	-1	-0.039	-0.44	0.26	11	14	14	10%	-0.67	1214	i	i	-10	26	23
